Compound activity deposited in PubChem by National Center for Advancing Translational Sciences (NCATS).
CCT chaperon mod: High-Throughput Screening for Modulators of Cytosolic Chaperonin Activity; 360,000 tested, 0.3% active; AID 651819, 2012; purified chaperonin ATPase assay, HTRF ADP detection, 30 min; activity change, % (test concentration not listed), hits read low; in the data active = activity change below about -30%; also: % is scaled to controls: 0 for no effect and ±100 for the full control effect
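Enzyme 40 or 20 nM (batch-dependent) in Tris pH 7.4/KCl/MgCl2/DTT; cpd 76 uM single point; ATP 10 uM; 30 min 37 °C; Transcreener ADP HTRF detection, 30 min RT; ratio 665/615.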
WRN inhibitor: qHTS for Inhibitors of WRN Helicase | 360,000 tested, 0.46% active | AID 651768, 2012 | Potency, µM (top dose mostly 114 µM), without a hit: at the highest dose activity change, negative = inhibition, usual class: inhibitors | WRN helicase unwinding, fluorescent forked duplex, kinetic | Bifunctional 3'-5' exonuclease/ATP-dependent helicase WRN (Homo sapiens), Q14191; also: potency is read from the fitted curve at half-maximal effect; % is scaled to controls: 0 for no effect and ±100 for the full control effect; nearly all actives have a fitted effect of over 55% in size
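Kinetic fluorescence helicase assay: unwinding of a quenched forked DNA duplex (100 nM final) with 2 mM ATP final raises red fluorescence (525/598 nm). Compounds sat 15 min at room temperature with 20 nM WRN beforehand.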
PLK1 PBD inh: qHTS for Inhibitors of PLK1-PDB (polo-like kinase 1 - polo-box domain): Primary Screen; Serine/threonine-protein kinase PLK1 (Homo sapiens), P53350; Plk1 PBD binding of FITC phosphopeptide, fluorescence polarization; Potency, µM, for the others: max response, negative = inhibition, most hits filed as inhibitors; 360,000 tested, 2.8% active; AID 720504, 2013; also: potency is read from the fitted curve at half-maximal effect; series mostly up to about 57 µM; % is scaled to controls: 0 for no effect and ±100 for the full control effect; nearly all actives have a fitted effect of over 65% in size
Target sequence (P53350 whole entry, looked up, the tested form may be a part): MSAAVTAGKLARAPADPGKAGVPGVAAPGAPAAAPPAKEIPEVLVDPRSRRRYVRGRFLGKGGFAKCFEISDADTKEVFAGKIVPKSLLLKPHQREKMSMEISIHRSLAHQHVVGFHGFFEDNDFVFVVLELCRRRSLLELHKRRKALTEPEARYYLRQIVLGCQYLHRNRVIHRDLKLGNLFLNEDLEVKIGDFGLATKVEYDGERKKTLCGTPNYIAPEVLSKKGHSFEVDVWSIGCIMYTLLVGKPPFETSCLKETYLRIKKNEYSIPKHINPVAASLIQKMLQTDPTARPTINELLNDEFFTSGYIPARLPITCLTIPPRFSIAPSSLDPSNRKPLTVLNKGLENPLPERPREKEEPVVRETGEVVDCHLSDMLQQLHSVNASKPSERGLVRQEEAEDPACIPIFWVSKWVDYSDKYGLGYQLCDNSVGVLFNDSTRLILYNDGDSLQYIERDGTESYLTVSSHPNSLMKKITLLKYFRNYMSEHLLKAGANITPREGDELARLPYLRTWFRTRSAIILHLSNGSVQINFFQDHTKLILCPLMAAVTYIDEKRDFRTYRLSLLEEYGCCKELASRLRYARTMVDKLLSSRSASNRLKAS
EPAC1 antag: qHTS for Antagonist of cAMP-regulated guanine nucleotide exchange factor 3 (EPAC1): primary screen | 360,000 tested, 0.14% active | EPAC1 GEF assay, Rap1b-BODIPY-GDP exchange fluorescence | Potency, µM (highest dose often 115 µM), inactives show top-dose activity change, negative = inhibition, hits mostly inhibitors;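 also: potency is read from the fitted curve at half-maximal effect; plate controls were vehicle for no effect and positive control for full effect; nearly all actives have a fitted effect of over 50% in size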
EPAC1 ag: qHTS for Agonist of cAMP-regulated guanine nucleotide exchange factor 3 (EPAC1): primary screen; Rap guanine nucleotide exchange factor 3 (Homo sapiens), O95398; EPAC1 agonist qHTS, biochemical assay; response scale: 100% = response to 6.5 mM cAMP; Potency, µM (series often up to 154 µM), without a hit: at the top dose activation, usual class: activators; 360,000 tested, 0.073% active; AID 720707, 2013; also: potency is read from the fitted curve at half-maximal effect; nearly all actives have a fitted effect of over 60% in size
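Fluorescent GDP-exchange assay: 100 nM EPAC1 with 250 nM Rap1B preloaded with BODIPY-GDP and 50 uM GDP; compounds tested as concentration series, 5 min at room temperature, then read every 5 min for 30 min (ex 480/em 540 nm); normalized to 6.5 mM cAMP.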
PI5P4Ka inh: qHTS for Inhibitors of phosphatidylinositol 5-phosphate 4-kinase (PI5P4K); Phosphatidylinositol 5-phosphate 4-kinase type-2 alpha (Homo sapiens), P48426; PI5P4Kalpha enzyme, ADP-Glo luminescence, 60 min; hits give low values; max response, %; 330,000 tested, 1.2% active; active = max response of -50% or lower; inconclusive = between -30% and -50%; inactive = -30% or higher; also: value at the top dose of about 77 µM; % is scaled to controls: 0 for no effect and ±100 for the full control effect
Target sequence (P48426 whole entry, looked up): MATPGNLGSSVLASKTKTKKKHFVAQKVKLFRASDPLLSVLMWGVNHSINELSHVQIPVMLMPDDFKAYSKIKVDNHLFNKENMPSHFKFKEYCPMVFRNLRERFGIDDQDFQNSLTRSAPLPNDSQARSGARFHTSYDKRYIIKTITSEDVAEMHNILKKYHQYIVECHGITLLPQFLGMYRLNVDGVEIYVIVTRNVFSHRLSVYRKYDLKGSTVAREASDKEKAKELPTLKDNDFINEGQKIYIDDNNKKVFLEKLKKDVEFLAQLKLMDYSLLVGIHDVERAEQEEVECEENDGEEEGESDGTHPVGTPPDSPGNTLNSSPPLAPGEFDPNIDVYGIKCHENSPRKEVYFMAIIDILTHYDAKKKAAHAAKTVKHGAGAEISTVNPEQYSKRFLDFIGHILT
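Single end-point luminescence (ADP-Glo) quantified ADP from PI5P4Kalpha turnover; ATP 5 microM final, 1 h at RT, 0.1% CHAPS and 0.28 mM EGTA in HEPES pH 7.4.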
EPAC2 ag: qHTS for Agonist of cAMP-regulated guanine nucleotide exchange factor 4 (EPAC2): primary screen; Rap guanine nucleotide exchange factor 4 (Homo sapiens), Q8WZA2; EPAC2 activation, biochemical qHTS; response scale: 100% = 6.5 mM cAMP response; Potency, µM (top dose mostly 154 µM), for inactives: at the top dose activation, usual class: activators; 360,000 tested, 0.079% active; also: potency is read from the fitted curve at half-maximal effect; nearly all actives have a fitted effect of over 50% in size
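Guanine nucleotide exchange by EPAC2 is measured as reduced fluorescence of BODIPY-GDP once it is released from 250 nM Rap1B. Plates are read kinetically for 30 min at room temperature; results are scaled to 6.5 mM cAMP.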
IL2 activator: qHTS of IL-2 Activators | 360,000 tested, 0.065% active | AID 652025, 2013 | IL-2 activation reporter assay, cell-based qHTS; stimulated with anti-CD3/CD4/CD28 beads; in transgenic mouse T cells | activation, % (series mostly up to about 46 µM); in the data active = activation above about 50%; inconclusive = mostly about 30% to 49%; also: 0% is about no effect
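Unstimulated transgenic mouse T cells preincubated 60 min with compound, then stimulated with anti-CD3/anti-CD4-coated beads plus anti-CD28 for 18 h at 37 degrees C. IL-2 response read as EGFP and DsRed fluorescence by plate cytometry.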
* hit, by the source's call; ? = inconclusive; nt = not tested or not shown; & = joins results of further samples; [ ] = remark or other dose. Unless noted, calls follow the shape of the dose curve; as a rule, active = well fitted curve in the direction sought with a large enough effect; inconclusive = small, poorly fitted or top-dose-only effect, or another doubt; inactive = no such curve, though single readings can be large; an effect the other way counts as inactive or inconclusive. A portion of the library; count on the stated rates, not on these rows.

SMILES	CCT chaperon mod	WRN inhibitor	PLK1 PBD inh	EPAC1 antag	EPAC1 ag	PI5P4Ka inh	EPAC2 ag	IL2 activator
COc1ccc(S(=O)(=O)N(C)C)cc1NC(=O)CSC(C)C(=O)Nc1cc(C)on1 (configuration not stated)	-0.2	-4%	-3%	-17%	13%	4	6%	0.5
CC(=O)C1=C(C)N(c2ccccc2)C(=O)C1(NS(=O)(=O)c1ccc(N)cc1)C(F)(F)F (configuration not stated)	1.2	-32%	-12%	-25%	15%	2	4%	0.0
O=C(NCCN1CCOCC1)c1cc(-c2ccccc2Cl)on1	1.1	8%	2%	-13%	4%	0	2%	0.3
COc1nccnc1NS(=O)(=O)c1ccc(NC(=S)NC(=O)/C=C/c2ccc(F)cc2)cc1	-2.2	-23%	?	-15%	15%	0	12%	-1.7
Cc1nn(-c2cccc3cccnc23)c(=O)c2ccccc12	-1.2	4%	-11%	2%	9%	4	9%	-1.9
COc1ccc(CNC(=S)NC2CCCCC2)cc1	-2.5	-1%	2%	-14%	-4%	1	7%	-0.9
Cc1nn(C(C)C)c(C)c1[C@@H]1C[C@H]2CN(Cc3cccc(Cl)c3)C(=O)[C@]23CCCN13	-0.7	-4%	-8%	-11%	1%	-10	-2%	-2.4
COc1ccc(C(O)c2nc(-c3ccc4c(c3)OCO4)cs2)cc1 (configuration not stated)	-0.4	-1%	7%	-6%	7%	-2	10%	-0.4
Clc1ccc2c(N/N=C/c3ccc(Br)cc3)ccnc2c1	-1.8	-3%	-2%	-1%	5%	-73*	-6%	-3.8
O=C(Nc1ccc(Cc2ccncc2)cc1)c1ccc(N2CCOCC2)c([N+](=O)[O-])c1	0.9	-20%	3%	4%	-1%	2	6%	-3.4
O=C(Cc1ccc(F)cc1)N(c1ccc(F)cc1)C1C=CS(=O)(=O)C1 (configuration not stated)	-0.5	-11%	-3%	7%	7%	nt	8%	1.3
CNC(=S)N/N=C/c1ccc(OCC(=O)Nc2c(C)cc(C)cc2C)c(OC)c1	-2.6	-32%[57.1 µM]	-11%	-8%	-18%	-11	-5%	0.4
COc1cccc(CN2CCC2(C)C(=O)Nc2ccc3c(c2)CCN3C(C)=O)c1F (configuration not stated)	0.0	1%	-4%	-15%	-1%	5	10%	-0.2
CC(Sc1ccc(Cl)cc1)C(=O)NNC(=O)c1ccncc1 (configuration not stated)	0.9	5%	2%	6%	-7%	-2	2%	0.6
CC1(C)OC(=O)C2=C(C[C@@H](C3CCCC3)O[C@H]2c2ccc(Cl)cc2)O1	-1.1	-8%	-4%	-15%	5%	12	8%	-0.6
O=C(c1cc(-c2ccccc2O)on1)N1CCCC1	-0.9	1%	-1%	8%	-11%	-1	1%	-1.3
CCc1cccc2c(C(=O)COC(=O)c3c(C)noc3C)c[nH]c12	1.3	-2%	1%	4%	-4%	nt	-1%	-1.5
c1ccc(-n2ncc3c(NCc4cccnc4)ncnc32)cc1	-5.3	7%	-4%	6%	-6%	nt	4%	0.4
Nc1c(/C=C2\C=Nc3ccccc32)c(=O)nc2sc(CC(=O)N3CCOCC3)nn12	-2.2	-12%	0%	-5%	-10%	-53*	3%	-0.7
Cc1ccc2ncc(S(=O)(=O)c3ccccc3)c(N3CCCCC3C)c2c1 (configuration not stated)	1.4	-13%	1%	-5%	7%	-1	1%	-2.5
Cn1c(=O)c(N=O)c(N)n(Cc2ccccc2)c1=S	nt	nt	nt	-15%	5%	nt	8%	2.7
Cc1ccc(C(C)C)cc1OCC(=O)NCCCn1ccnc1	-1.4	5%	-6%	-1%	-5%	-3	-3%	0.5
CC(=O)Nc1ccc(S(=O)(=O)Nc2nc3ccccc3nc2Nc2cccc(O)c2)cc1	-3.1	-11%	?	-10%	1%	2	-1%	0.0
CCCCNC(=O)CC1SC(=NCC)N(CC)C1=O (configuration not stated)	-1.8	8%	-2%	9%	-3%	-1	-12%	0.1
Cc1cc(Nc2ccccc2)n(CCC#N)n1	-1.0	2%	-6%	5%	11%	-1	-9%	0.6

Retrieved one by one from the list above:
SMILES	CCT chaperon mod	WRN inhibitor	PLK1 PBD inh	EPAC1 antag	EPAC1 ag	PI5P4Ka inh	EPAC2 ag	IL2 activator
Cc1ccc(C(C)C)cc1OCC(=O)NCCCn1ccnc1	-1.4	5%	-6%	-1%	-5%	-3	-3%	0.5
Clc1ccc2c(N/N=C/c3ccc(Br)cc3)ccnc2c1	-1.8	-3%	-2%	-1%	5%	-73*	-6%	-3.8

Some of these compounds in order of their number in WRN inhibitor, high to low:
Molecule	WRN inhibitor
CCCCNC(=O)CC1SC(=NCC)N(CC)C1=O (configuration not stated)	8%
c1ccc(-n2ncc3c(NCc4cccnc4)ncnc32)cc1	7%
COc1ccc(C(O)c2nc(-c3ccc4c(c3)OCO4)cs2)cc1 (configuration not stated)	-1%
O=C(Cc1ccc(F)cc1)N(c1ccc(F)cc1)C1C=CS(=O)(=O)C1 (configuration not stated)	-11%

(further entries)
SMILES	CCT chaperon mod	WRN inhibitor	PLK1 PBD inh	EPAC1 antag	EPAC1 ag	PI5P4Ka inh	EPAC2 ag	IL2 activator
O=C(N/N=C/c1ccc(Sc2ccccn2)o1)c1cccc([N+](=O)[O-])c1	-2.6	-12%	-4%	5%	8%	-4	8%	2.8
O=C(Nc1nnc(-c2ccccc2)s1)c1cccc(S(=O)(=O)N2CCOCC2)c1	-1.2	-27%	-7%	-27%	-8%	-8	0%	-3.3
O=C1C=C(c2ccc(C(=O)O)cc2)C[C@@H](c2ccc(Cl)cc2)C1	0.4	-15%	-14%	7%	-2%	-19	3%	0.0
O=C(CC1C[C@H](C(=O)N2CCCCC2)[C@@]2(CCc3ccccc3)c3[nH]c4ccccc4c3CCN2C1=O)NCc1cccc(C(F)(F)F)c1 (some centres not stated)	-2.4	-3%	-3%	-2%	-14%	-3	3%	-0.9
N#Cc1ccc2sn(-c3ccccc3)c(=O)c2c1	0.1	-6%	2.7µM*	-1%	1%	-108*	6%	0.9
Oc1ccc(-c2nnc(-c3ccc(O)cc3)nn2)cc1	-1.2	5%	-10%	11%	3%	3	-6%	4.4
O=C(c1ccc(-c2nnc(Nc3ccccc3)c3ccccc23)cc1)N1C[C@H]2C[C@H](C1)c1cccc(=O)n1C2	1.1	-10%[57.1 µM]	0%&-2%	9%	1%	4	-5%	-2.2
CC(C)CCOc1ccc(C2CC(=O)N(C)C2=O)cc1 (configuration not stated)	-0.9	2%	-2%	16%	8%	1	6%	0.0
CC(=O)N1CCOc2ccc(S(=O)(=O)N3CCC(C)CC3)cc21	-3.8	-5%	-15%	8%	-15%	-7	5%	-1.5
Cc1cnc(C(=O)NCCc2ccc(C(F)(F)F)cc2)cn1	-0.6	-2%	0%	6%	-6%	8	-1%	-4.6
c1ccc([C@H]2CNCCN2CCc2cccc3ccccc23)cc1	1.5	-14%	0%	0%	9%	7	-3%	-0.4
O=C(CN1CCN(C(=O)c2ccco2)CC1)Nc1ccc(Cl)c(C(F)(F)F)c1	-1.1	0%	-1%	-7%	-8%	-2	3%	-0.2
CC1=NOC(=O)/C1=C\c1ccc(-c2cccc(Cl)c2)o1	1.2	13µM*	0.53µM*	-11%	-14%	?	-9%	-2.9
CC(=O)Nc1cccc(NC(=O)Nc2ccc(C(C)=O)cc2)c1	-0.1	-2%	-3%	3%	-6%	-2	-3%	-2.2
CCOc1ccc(CN(C)C(=O)c2cc(S(=O)(=O)N3CCCC3)ccc2C)cc1	1.0	0%	-3%	7%	-11%	-2	6%	0.5
CCOC(=O)C1=CN(CC)S(=O)(=O)NC1c1ccc(F)c(Cl)c1 (configuration not stated)	1.0	-2%	-12%	-10%	-7%	1	-2%	-0.6
NC(=O)NC(Cc1ccccc1)c1ccccc1 (configuration not stated)	1.3	-12%	-4%	-17%	6%	nt	-2%	1.3
O=C1C=C(O)c2[nH]c(=O)ccc2C1=O	-0.5	?	-16%	-24%	-3%	-57*	-1%	-5.1
CCCc1nnc(NC(=O)c2cn(CC)c3cc(N4CCN(C)CC4)c(F)cc3c2=O)s1	-1.2	7%	-3%	-10%	22%	-3	7%	1.1
O=C1CC/C=C\C[C@@H](CC(=O)N(CCO)Cc2ccccc2)C(=O)N[C@H](Cc2c[nH]c3ccccc23)CO1	-6.6	5%	-14%	4%	-10%	2	9%	-3.4
O=C(CNc1ccc(F)cc1)c1ccccc1	-1.3	0%	-14%	18%	-1%	3	4%	-0.7
O=C(c1cc(F)c(F)c(F)c1F)N1CCN(C(=O)C2CCCO2)CC1 (configuration not stated)	0.5	-8%	-1%	-2%	-14%	2	11%	-0.1
O=C1CC(c2ccccc2)Oc2ccccc21 (configuration not stated)	-5.3	-12%	-12%	-18%	-12%	-1	6%	-0.5
O=C(Cc1cccc(NC(=O)C2CCCN(C(=O)C3CC3)C2)c1)Nc1ccc(C(=O)N2CCOCC2)cc1 (configuration not stated)	0.0	-7%	-2%	5%	15%	7	6%	-0.5
COC(=O)[C@@]1(Cc2ccc(OC)cc2)[C@H]2c3cc(C(=O)N4CCCC4)n(Cc4ccccn4)c3C[C@H]2CN1C(=O)c1ccccc1	1.3	-9%	-5%	-12%	9%	-1	10%	-1.1

3 structures out of the list, arranged by number of heavy atoms, ascending.
SMILES	CCT chaperon mod	WRN inhibitor	PLK1 PBD inh	EPAC1 antag	EPAC1 ag	PI5P4Ka inh	EPAC2 ag	IL2 activator
O=C(CNc1ccc(F)cc1)c1ccccc1	-1.3	0%	-14%	18%	-1%	3	4%	-0.7
O=C(Cc1ccc(F)cc1)N(c1ccc(F)cc1)C1C=CS(=O)(=O)C1 (configuration not stated)	-0.5	-11%	-3%	7%	7%	nt	8%	1.3
CCCc1nnc(NC(=O)c2cn(CC)c3cc(N4CCN(C)CC4)c(F)cc3c2=O)s1	-1.2	7%	-3%	-10%	22%	-3	7%	1.1
